Screening data deposited in PubChem BioAssay by several laboratories.
NPY Y2 blocker = NPY-Y2 receptor antagonists, primary screen, cell-based | inhibition, % at 2.7 µM | NPY-Y2 expressing cells, antagonist mode | 140,000 compounds, 0.99% hits | AID 793, 2007 | Neuropeptide Y receptor type 2 (Homo sapiens), P49146; in the data active means inhibition above about 17%;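 further: 0% = vehicle with agonist challenge and 100% = reference antagonist with challenge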
Target sequence (P49146 whole entry, looked up): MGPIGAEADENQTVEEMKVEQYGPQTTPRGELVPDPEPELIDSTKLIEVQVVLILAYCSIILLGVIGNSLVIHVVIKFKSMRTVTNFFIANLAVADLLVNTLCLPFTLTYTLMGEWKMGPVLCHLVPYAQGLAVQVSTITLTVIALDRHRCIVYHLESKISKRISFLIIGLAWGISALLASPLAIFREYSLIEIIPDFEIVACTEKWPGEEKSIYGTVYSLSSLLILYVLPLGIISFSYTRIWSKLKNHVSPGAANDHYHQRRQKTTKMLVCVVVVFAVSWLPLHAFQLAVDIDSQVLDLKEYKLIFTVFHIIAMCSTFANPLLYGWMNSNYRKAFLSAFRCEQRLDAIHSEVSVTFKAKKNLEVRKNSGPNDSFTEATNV
HCT116 bCat-KO = primary screen for growth suppressors in beta-catenin knockout HCT116 cells (colon tumor, human) | 140,000 compounds, 1.5% hits | HCT116 beta-catenin knockout viability, CellTiter-Glo, 60 h; stronger effect = lower value | AID 818, 2007 | viability, % at 10 µM;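 active means viability at or under a set limit, the compound median less 4 SD, cut at about 6% in these data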;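 further: 0% = Hyamine 1622 control at 20 µM and 100% = untreated cell control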
Measles CPE = compounds protecting cells from measles virus cytopathic effect, primary screen, measles RdRp inhibitor project, single point, MLSMR library, absorbance | Measles virus-infected cells, CPE protection | protection (pct of control), % at 4 µM | 140,000 compounds, 1.5% hits | AID 841, 2007; in the data active means protection mostly above about 24%, no sharp cut-off; inactive means mostly below about 26%; further: some compounds called inactive have numbers as strong as hits
E-sel TNF inh = E-selectin induction blockers in HUVEC – imaging, immunofluorescence, high content, primary screen; 120,000 compounds, 0.71% hits; HUVEC TNFa-induced E-selectin immunofluorescence; inhibition, % at 2 µM;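 active means inhibition above the batch mean plus 3 SD, and confirmed as a hit on visual image review, cut at about 43% in these data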;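 further: 0% = TNF-stimulated DMSO wells and 100% = unstimulated control wells; not every result past the cut was called active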
Phagocytosis inh = inhibitors of macrophage phagocytosis, primary screen, imaging, J774A.1 cells, IgG beads | J774A.1 macrophage IgG-bead phagocytosis | inhibition, % at 5 µM | 110,000 compounds, 0.07% hits | AID 1029, 2008;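 active means inhibition above the mean of the plate negative controls plus 5 SD, cut at about 13% in these data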;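 further: phagocytic index as fraction of beads internalized from green versus red external bead signal; plate controls were DMSO negative control for no effect and cytochalasin-D positive control for full effect; some results beyond the cut were filed as inactive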
BB579 growth dn = growth inhibitors of yeast BB579 in restrictive medium, primary screen, yeast lifespan-shortening project, S. cerevisiae; 140,000 compounds, 0.51% hits; inhibition, % at 10 µM; OD615, 48 h;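 active means inhibition above a set limit, 3 SD over the mean compound inhibition, cut at about 44% in these data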; further: inactives centre near -24
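Assay system – yeast BB579 (DeaD) · Dosing – single compound dose of 10 µM, 0.25% DMSO final · Detection – OD615 turbidity measurement · Buffer or medium – CSMM-D restrictive synthetic medium containing dextrose (glucose) · Benchmarks – positive control amphotericin B 10 µg/mL · Incubation – 48 h exposure, 30 °C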
HCT116 PTEN-null = growth suppression of PTEN-null HCT116, primary screen, cell-based, CellTiter-Glo | viability, % at 10 µM | 140,000 compounds, 1.2% hits | HCT116 PTEN-null viability, 60 h; stronger effect = lower value;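 active means viability at or below a set limit, 4 SD under the median of all tested compounds, cut at about 3.7% in these data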;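 further: PTEN knockout HCT116 line with beta catenin targeted HCT116 as companion control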
MRP-1 activ = H69AR viability gain despite doxorubicin, primary screen, MRP-1 activator project, H69AR cells, CellTiter-Glo | viability rescue | viability increase, % at 10 µM | 140,000 compounds, 0.61% hits;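 active means viability gain under doxorubicin at or above a set limit, the compound median plus 3 SD, cut at about 4.7% in these data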;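 further: MRP-1 overexpressing cells given doxorubicin 25 µM after compound pretreatment; 18-22 h compound pretreatment then 72 h with doxorubicin before readout; 0% = doxorubicin-only wells and 100% = vehicle-treated cells without doxorubicin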
GALR2 blocker = GALR2 antagonists in receptor-expressing cells, primary screen; Galanin receptor type 2 (Homo sapiens), O43603; antagonist mode; inhibition, % at 4 µM; 140,000 compounds, 0.39% hits; AID 828, 2007; in the data active means inhibition above about 27%;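 further: cells stimulated with galanin 1-16 at roughly its EC80; 0% = agonist challenge control and 100% = basal control without agonist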
Target sequence (O43603 whole entry, looked up): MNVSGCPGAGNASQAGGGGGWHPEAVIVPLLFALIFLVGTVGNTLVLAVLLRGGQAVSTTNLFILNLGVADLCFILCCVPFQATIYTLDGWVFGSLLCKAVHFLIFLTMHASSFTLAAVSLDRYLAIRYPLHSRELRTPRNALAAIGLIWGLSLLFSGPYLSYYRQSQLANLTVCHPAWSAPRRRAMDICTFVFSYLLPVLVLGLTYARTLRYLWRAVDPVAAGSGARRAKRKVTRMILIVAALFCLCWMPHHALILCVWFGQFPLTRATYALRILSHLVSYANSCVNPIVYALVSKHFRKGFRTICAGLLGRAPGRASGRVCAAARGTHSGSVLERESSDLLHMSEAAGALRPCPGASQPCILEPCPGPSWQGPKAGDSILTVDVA
Yeast lifespan up = compounds extending yeast replicative lifespan, primary screen, S. cerevisiae, OD615; AID 775, 2007; inhibition of the nicotinamide effect, % at 10 µM; 130,000 compounds, 0.68% hits; S. cerevisiae growth with nicotinamide; deaD strain in restrictive glucose medium;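 active means inhibition above a set limit, placed 3 SD over the median of all compounds, cut at about 26% in these data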;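 further: 0% = nicotinamide-treated wells and 100% = cells grown without nicotinamide; some compounds called inactive have numbers as strong as hits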
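Assay system: engineered S. cerevisiae DeaD replicative-lifespan strain, galactose-grown log-phase cells; medium: restrictive CSMM-D dextrose medium; also added: nicotinamide, 1.5 mM, co-present with compound; schedule: 48 h compound exposure at 30 °C, humidified; detection: absorbance at 615 nm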
* marks the source's active call; other numbers are inactive results; . = not tested or not shown.

SMILES | NPY Y2 blocker | HCT116 bCat-KO | Measles CPE | E-sel TNF inh | Phagocytosis inh | BB579 growth dn | HCT116 PTEN-null | MRP-1 activ | GALR2 blocker | Yeast lifespan up
CCN1CCN(CCNC(=O)c2ccc(CS(=O)(=O)c3ccccc3C)o2)CC1 | 0 | 93 | 25 | -28 | 4 | 5 | 99 | -2.0 | 6 | -21
Cc1cc(C)nc(N/N=C/c2ccccc2OCc2ccccc2)n1 | 0 | 91 | 6 | -8 | . | -17 | 104 | -3.0 | 4 | 13
O=C(NCc1ccc(F)cc1)C1CCN(S(=O)(=O)N2CCC3(CC2)OCCO3)CC1 | 1 | 97 | 17 | 8 | . | -24 | 102 | -1.4 | -18 | -2
Cc1nc(SCC(=O)N2CCc3ccccc32)n[nH]1 | 3 | 96 | 5 | 17 | -2 | -28 | 106 | -0.3 | -16 | -3
CSC1=N/C(=C\c2ccccc2F)C(=O)S1 | 2 | 102 | 4 | -28 | 0 | -63 | 104 | -2.0 | 9 | 9
O=C1OC(=O)C2C1[C@@H]1CC[C@H]2O1 (some centres not stated) | 3 | 77 | 28 | . | . | 11 | 86 | -2.9 | -12 | 3
COc1nc(NCCN2CCOCC2)nc(Nc2ccc([N+](=O)[O-])cc2)n1 | 1 | 88 | 13 | 9 | . | -1 | 101 | -3.8 | -3 | -5
Cc1cc(C)c(OCCOCCN2CCNCC2)c(C)c1 | 4 | 88 | 8 | 18 | 0 | -4 | 88 | -0.9 | -10 | 1
CNC(=O)/C(C#N)=c1\s/c(=C/C(=O)OC)c(=O)n1-c1ccccc1 | 4 | 89 | 18 | -24 | . | -39 | 86 | -5.0 | 5 | -6
CCOC(=O)c1sc(NC(=O)CN2C(=O)NC3(CC(C)CC(C)(C)C3)C2=O)c(C(=O)OCC)c1C (configuration not stated) | -2 | 77 | 15 | . | -5 | -19 | 65 | -1.3 | -8 | 1
CCN(CC)S(=O)(=O)c1ccc(N2CCOCC2)c(NC(=O)CC23CC4CC(CC(Br)(C4)C2)C3)c1 | 3 | 86 | 3 | 23 | -7 | -9 | 95 | -2.8 | -15 | -8
CN1c2ccccc2C(O)=C(C(=O)Nc2ccccc2)S1(=O)=O | 1 | 96 | 12 | 9 | . | 13 | 94 | -1.4 | 6 | -11
Cc1ccc(SCCNC(=O)C(CO)(CO)CO)cc1 | 1 | 100 | 25 | -2 | -1 | -34 | 95 | -0.3 | -9 | -3
CCOc1ccc2nc(N3CCCN(C(=O)Nc4ccccc4C)CC3)c(C#N)cc2c1 | 10 | 78 | 20 | 19 | 1 | 0 | 86 | 1.4 | 0 | 14
O=C(CSc1ncnc2c1oc1ccccc12)c1cccs1 | 3 | 86 | 6 | -12 | 1 | -24 | 78 | -3.0 | -4 | -30
Cc1ccc(Nc2ncnc3c2oc2ccccc23)cc1 | 5 | 90 | 22 | -6 | 0 | -77 | 91 | -1.6 | 14 | -11
COc1cc(OC)cc(C(=O)NCCSCc2ccco2)c1 | 2 | 96 | 5 | . | -1 | -16 | 101 | -2.4 | -12 | -4
CC1CCN(C(=S)c2ccc3c(c2)OCO3)CC1 | 1 | 95 | 15 | . | 0 | -76 | 97 | 0.5 | 2 | 4
O=C(COC(=O)CSc1nnc(-c2ccc(Cl)cc2)o1)NCc1ccc2c(c1)OCO2 | 9 | 92 | 1 | -3 | -1 | -58 | 103 | -0.7 | -8 | -13
Cc1cc(C#N)c(C)c(SCc2[nH]nc3c2C(c2ccccc2)C(C#N)=C(N)O3)n1 (configuration not stated) | 8 | 88 | 16 | 10 | . | -17 | 104 | -3.0 | -3 | .
CC12CCC(C(=O)NCCCn3ccnc3)(OC1=O)C2(C)C (configuration not stated) | 7 | 95 | 8 | 8 | -1 | -63 | 109 | -0.2 | -2 | -2
COCCNc1ncnc2c1cnn2-c1ccc(Cl)cc1 | 2 | 86 | 2 | -27 | . | -10 | 88 | -3.8 | 0 | -8
COc1ccc(CCNC(=O)c2cc3ccccn3n2)c(OC)c1OC | 8 | 101 | 4 | -8 | 0 | -13 | 103 | -0.7 | -5 | -10
COc1ccc(C)cc1S(=O)(=O)N1CCC(C(=O)NCCC2=CCCCC2)CC1 | -1 | 86 | 14 | 4 | 0 | -4 | 89 | 0.1 | 10 | -9
COC(=O)C1CCN(S(C)(=O)=O)CC1 | 1 | 98 | 5 | -10 | . | -14 | 94 | -4.0 | 8 | -8
O=C(CCC1CCCCC1)NCc1cccs1 | 5 | 97 | 28 | . | 1 | -2 | 89 | -1.2 | -15 | -4
CCC1=Nc2cc(C(=O)NCc3ccco3)ccc2Sc2ccc(Cl)cc21 | -2 | 8 | 9 | . | 14 | -19 | 10 | -3.8 | -10 | 0
CCN(Cc1ccccc1)C(=O)COc1cc(=O)n(CC)c2ccccc12 | 7 | 79 | 42 | -17 | . | 1 | 83 | -3.8 | 2 | -8
NC(=O)c1cc2ccc(O)cc2oc1=NCc1ccccc1 | 2 | 92 | 22 | . | . | -39 | 91 | -3.6 | -47 | -1
CCCc1[nH]n(-c2ccc(F)cc2)c(=O)c1C=Nc1ccc(C)cc1 | 3 | 104 | 6 | -13 | 19 | -46 | 84 | -2.7 | 5 | 9
Cc1ccc(OCC(O)CN2CCN(CC(O)COC(C)C)CC2)c(C(C)(C)C)c1 (configuration not stated) | 5 | 112 | 3 | -10 | -1 | -37 | 95 | -2.0 | -6 | 4
Cc1ccc(C(=O)N/C(=C\c2ccc(-c3ccc(Br)cc3)o2)C(=O)NC2CCS(=O)(=O)C2)cc1 (configuration not stated) | 4 | 82 | 34 | -16 | -8 | -38 | 87 | -3.0 | -8 | 2
Cc1cccc(N2CCN(S(=O)(=O)c3ccc4[nH]c(=O)c(=O)[nH]c4c3)CC2C)c1 (configuration not stated) | 0 | 93 | 14 | 10 | 0 | -36 | 105 | -1.2 | -11 | 0
O=C(CSc1nnc(-c2ccc(Br)cc2)n1CCc1ccccc1)NC1CCS(=O)(=O)C1 (configuration not stated) | 2 | 86 | 20 | . | -2 | -45 | 91 | -2.7 | 10 | 2
COc1ccc2c(c1)-c1c(sn(-c3ccccc3)c1=S)C(C)(C)N2 | -3 | 66 | 3 | . | -3 | -30 | 73 | -3.4 | 11 | 6
Cc1cccc2cc(CN(CCN3CCOCC3)C(=O)Nc3ccccc3F)c(=O)[nH]c12 | 1 | 90 | 8 | . | -1 | -46 | 97 | -2.8 | 2 | 11
CC1(C)C2CCC1(C)C(OC(=O)CC(=O)O)C2 (configuration not stated) | -1 | 93 | 11 | -11 | -1 | -36 | 99 | -0.7 | -2 | 0
COc1cccc(Cn2nnc(C(=O)Nc3ccc(C)cc3)c2N)c1 | 0 | 82 | 27 | . | 1 | -6 | 83 | 0.9 | -13 | -2
COC(=O)c1oc2ccc(Br)cc2c1NC(=O)CCCN1C(=O)c2ccccc2C1=O | 9 | 92 | 11 | 6 | 0 | -15 | 92 | 0.9 | 5 | -2
COc1cc(C2=NOC(C(=O)N3CCCCCC3)C2)cc(OC)c1OC (configuration not stated) | -1 | 102 | 7 | . | 1 | -26 | 101 | -2.5 | 0 | -6
CON/C=C(\C=Nc1ccc(C(F)(F)F)cc1)c1ncc(C(F)(F)F)cc1Cl | 1 | 77 | 7 | -25 | . | -37 | 91 | -1.9 | 10 | 12
c1ccc(COc2nsnc2N2CCOCC2)cc1 | 1 | 96 | 6 | -7 | 0 | 12 | 98 | -0.1 | -18 | -10
CCC(C)(C)n1nnnc1C(c1cc2cc(C)ccc2[nH]c1=O)N1CCCc2ccccc21 (configuration not stated) | 0 | 80 | 2 | . | -2 | -2 | 66 | -1.7 | -4 | -5
Cc1cc([N+](=O)[O-])nn1CCCC(=O)NC(C)c1ccccc1 (configuration not stated) | 0 | 97 | 5 | . | -6 | -55 | 100 | -1.4 | -2 | 5
CC1(C)Nc2ccccc2N(CC(=O)N2CCCCC2)C1=O | 5 | 89 | 0 | 27 | . | -43 | 95 | 0.1 | -12 | -3
Cc1ccc(NC(=O)/C(C#N)=C/c2cccs2)c(C)c1 | 5 | 83 | 17 | -10 | 0 | 10 | 88 | -0.6 | 1 | -10
N#Cc1nc(-c2ccccc2F)oc1NCCc1ccccc1 | 6 | 73 | 2 | -4 | . | 0 | 71 | 1.4 | 2 | -16
CC(=O)N1CCC(=NNc2ccc(S(=O)(=O)N3CCOCC3)cc2[N+](=O)[O-])CC1 | -1 | 93 | 29 | . | -1 | -14 | 96 | -2.0 | -14 | -2
O=C(Nc1ccccc1Br)C1CCN(C(=O)Cc2ccccc2)CC1 | 2 | 110 | 13 | . | -1 | 9 | 103 | -0.5 | 5 | 8
COC(=O)C1Cc2c([nH]c3ccccc23)CN1 (configuration not stated) | 7 | 106 | 24 | -13 | . | -31 | 95 | -2.0 | -3 | -21
(cont.)
SMILES | NPY Y2 blocker | HCT116 bCat-KO | Measles CPE | E-sel TNF inh | Phagocytosis inh | BB579 growth dn | HCT116 PTEN-null | MRP-1 activ | GALR2 blocker | Yeast lifespan up
COc1ccc2c(c1)C(C1=C(O)CC(C)(C)CC1=O)C1=C(CC(C)(C)CC1=O)O2 (configuration not stated) | 6 | 94 | 5 | 22 | 0 | -37 | 87 | -3.6 | -1 | 6
Cc1nn(C)cc1CNC(=O)C1(C)CC1(Cl)Cl (configuration not stated) | -1 | 91 | 11 | . | -1 | -47 | 100 | 0.2 | -5 | 11
COc1ccccc1-n1cnc2cc(NCc3ccco3)ccc21 | 4 | 12 | 2 | -17 | 4 | -6 | 15 | -2.9 | 18 | -16
COc1ccc(S(=O)(=O)NN=C2CCCC2)cc1 | 3 | 99 | 5 | -53 | . | -59 | 93 | -0.8 | 6 | -11
COc1ccc(N2C(=O)CC(N3CCC(C(N)=O)CC3)C2=O)cc1 (configuration not stated) | 4 | 103 | 5 | -19 | 1 | -40 | 97 | -0.5 | 6 | -14
CCn1c(COc2ccc(Cl)cc2)nnc1SCc1nc2ccccc2[nH]1 | 2 | 38 | 5 | -13 | -3 | -18 | 40 | 6.8* | 5 | 5
O=c1c2cc3c(cc2[nH]c(=S)n1Cc1ccco1)OCO3 | 2 | 89 | 5 | -12 | 1 | 28 | 94 | -3.6 | 5 | 7
CNC(=O)NC(=O)COC(=O)CCCSc1nc2ccccc2s1 | 3 | 83 | 1 | -7 | -5 | -4 | 81 | -3.1 | -10 | -3
